Source: PubChem (National Center for Advancing Translational Sciences (NCATS))
SW480 rerep: DNA re-replication induction in SW480 cells | SW480 DNA re-replication, Hoechst DNA content imaging, 48 h | Potency, µM (highest dose often 46.1 µM), for the others: top-dose re-replication activation, most hits filed as activators | 1.8% of 340,000 active | AID 624297; also: potency is read from the fitted curve at half-maximal effect; % of control where 0% means no effect; nearly all actives have a fitted effect of over 55% in size
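Image-based read-out: total Hoechst fluorescence of nuclei (405 nm excitation, 500-530 nm emission), with hits raising the fraction of high-intensity nuclei. SW480 colon cells incubated 48 hr with compounds at 37 C.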
HepG2 viability: kills HepG2 cells in TGF-b inhibitor counter-screen; HepG2 CAGA-GFP viability, ATP luminescence, 18 h; Potency, µM (doses to about 46.1 µM), without a hit: top-dose activity change, negative = cytotoxicity, hits mostly cytotoxic; 0.76% of 410,000 active; also: potency is read from the fitted curve at half-maximal effect; some results filed as inactive show a strong effect at the top dose
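HepG2 CAGA-GFP cells (1000/well, DMEM with 1% FBS) received compound, then TGF-beta at 500 pg/mL final, and were incubated 18 hours at 37 degrees C. Viability was read by CellTiter-Glo luminescence. Media-only wells were set as complete cell-killing and DMSO as no toxicity.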
ATXN2 expr inh: inhibitors of ATXN2 expression | HEK-293 ATXN2-luciferase reporter, luminescence, 24 h | Potency, µM (highest dose often 57 µM), inactives show top-dose activity change, negative = inhibition, hits mostly inhibitors | 0.72% of 360,000 active | AID 1745845; also: potency is read from the fitted curve at half-maximal effect; % is scaled to controls: 0 for no effect and ±100 for the full control effect; nearly all actives have a fitted effect of over 55% in size
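qHTS (up to 57 uM final) was run with 24 h compound exposure of reporter cells at 37 °C. Each well was multiplexed: SteadyGlo luminescence measured ATXN2-luciferase expression after a fluorogenic Gly-Phe-AFC viability readout (25 uM final).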
IL1B secr inh: inflammasome signaling inhibition, IL-1 beta readout; activity change, % at 57.5 µM; THP-1 LPS/ATP IL-1B secretion, AlphaLISA, 16 h; hits give low values; AID 743279; 4.7% of 360,000 active; in the data active = activity change below about -50%; inconclusive = mostly about -30% to -49%; also: % is scaled to controls: 0 for no effect and ±100 for the full control effect
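THP-1 cells pretreated 1 hr with compounds (up to 57.5 uM final), then stimulated with LPS (250 ng/mL final) plus ATP (1.25 mM final); secreted IL-1B measured by AlphaLISA after 16 hr, decreased signal indicating inhibition.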
HT1080 IDH1KD tx: toxicity to HT-1080 IDH1 knockdown cells (counter line). HT-1080 IDH1 knockdown viability, ATP luminescence, 48 h. Potency, µM (doses to about 46.1 µM), inactives show top-dose activity, negative = toxicity, actives largely listed as cytotoxic. 2% of 360,000 active. AID 686971;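 also: potency is read from the fitted curve at half-maximal effect; 0% = DMSO wells and -100% = cell-free medium wells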
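Knockdown cells (IDH1KD HT-1080) received compounds 2 h after plating at 750 cells/well and were kept 48 h at 37 °C in 5% FBS RPMI. A CellTiter-Glo luminescence read gave % activity for curve fitting.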
KB-3-1 cytotox: KB-3-1 parental cell cytotoxicity; KB-3-1 viability, CellTiter-Glo ATP luminescence, 72 h; AID 1347075; Potency, µM (series often up to 46.1 µM), for the others: at the top dose activity change, negative = cytotoxic, actives largely listed as cytotoxic; 1.4% of 400,000 active; also: potency is read from the fitted curve at half-maximal effect; % is scaled to controls: 0 for no effect and ±100 for the full control effect; nearly all actives have a fitted effect of over 60% in size
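KB-3-1 parental drug-naive adenocarcinoma cells in DMEM/10% FBS, incubated 72 h at 37 C with pin-transferred compounds across a concentration series. Viability by CellTiter-Glo luminescence; concentration-response curves fitted after normalization.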
ATXN viability: reduces viability in counter-screen for ATXN expression inhibitors. Potency, µM (series often up to 56.7 µM), hits mostly cytotoxic. AID 651635. 0.49% of 400,000 active. S2 cells (HEK-293 line with an ATXN2-luciferase reporter) viability, CellTiter-Fluor protease fluorescence, 24 h; also: potency is read from the fitted curve at half-maximal effect; nearly all actives have a fitted effect of over 40% in size
MCF10A rerep: DNA re-replication induction in MCF 10a cells; MCF 10A DNA re-replication, Hoechst nuclear intensity, 48 h; Potency, µM (highest dose often 46.1 µM), without a hit: top-dose activity, positive = re-replication, actives largely listed as activators; 2.9% of 350,000 active; AID 624296; also: potency is read from the fitted curve at half-maximal effect; % of control where 0% means no effect; nearly all actives have a fitted effect of over 50% in size
HT1080-NT tox: kills 2HG-producing HT-1080-NT fibrosarcoma cells | HT-1080-NT fibrosarcoma viability, CellTiter-Glo ATP luminescence, 48 h | Potency, µM (titrated, usually from 46.1 µM), for inactives: at the top dose activity, negative = less viability, actives largely listed as cytotoxic | 1.6% of 360,000 active | AID 686970;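 also: NT is the 2HG producing partner of a matched IDH1 knockdown line; potency is read from the fitted curve at half-maximal effect; 0% = DMSO-treated cells and -100% = media-only wells without cells; nearly all actives have a fitted effect of over 55% in size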
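Toxicity toward the 2HG-producing NT line was scored as %Activity, normalised to DMSO and no-cell wells, from CellTiter-Glo luminescence after 48 hours' treatment.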
Starred values were filed as active, the others as inactive; & = joins results of further samples; [ ] = remark or other dose. Unless noted, calls follow the shape of the dose curve; as a rule, active = well fitted curve in the direction sought with a large enough effect; inconclusive = small, poorly fitted or top-dose-only effect, or another doubt; inactive = no such curve, though single readings can be large; an effect the other way counts as inactive or inconclusive. Hits appear at their usual frequency; about 8.9% have a hit in one of these screens.

Screening Oc1c(C(Nc2nc3ccccc3s2)c2ccco2)ccc2cccnc12 (stereo not given) returned SW480 rerep inconclusive, HepG2 viability -54%, ATXN2 expr inh inconclusive, IL1B secr inh -99*, HT1080 IDH1KD tx inconclusive, KB-3-1 cytotox -19%, ATXN viability inconclusive, MCF10A rerep inconclusive and HT1080-NT tox -30%.
`O=C(NCCCn1ccnc1)c1ccccc1Br` gave SW480 rerep 2%, HepG2 viability -1%, ATXN2 expr inh -11%, IL1B secr inh -2, HT1080 IDH1KD tx 2%, KB-3-1 cytotox -10%, ATXN viability inactive, MCF10A rerep -1% and HT1080-NT tox 1%.
`Cc1ccc(Cl)cc1NC(=O)COC(=O)C12CC3CC(CC(C3)C1)C2` gave SW480 rerep -2%&-11%, HepG2 viability 5%&3%, ATXN2 expr inh -1%, IL1B secr inh 30&-18, HT1080 IDH1KD tx -1%&-7%, KB-3-1 cytotox 1%&-6%, ATXN viability inactive, MCF10A rerep 0%&0% and HT1080-NT tox 2%&0%.
`c1nc(NCCN2CCOCC2)c2c3c(sc2n1)CCCCC3` gave SW480 rerep -3%, HepG2 viability -7%, ATXN2 expr inh 0%, IL1B secr inh -3, HT1080 IDH1KD tx 6%, KB-3-1 cytotox -2%, ATXN viability inactive, MCF10A rerep -2% and HT1080-NT tox 1%.
`N#CC1=C(N)Oc2n[nH]c(-c3ccc(F)cc3)c2C1c1ccncc1` (stereo not given) gave SW480 rerep -6%, HepG2 viability -42%, ATXN2 expr inh -7%, IL1B secr inh 16, HT1080 IDH1KD tx -12%, KB-3-1 cytotox inconclusive, ATXN viability inactive, MCF10A rerep 2% and HT1080-NT tox 0%.
For O=C(CN1CCCCCC1)N1c2ccccc2Sc2ccccc21 the results were SW480 rerep inconclusive, HepG2 viability -7%, ATXN2 expr inh -7%, IL1B secr inh -3, HT1080 IDH1KD tx -9%, KB-3-1 cytotox 8%, ATXN viability inactive, MCF10A rerep inconclusive and HT1080-NT tox -19%.
`COc1ccc(S(=O)(=O)N2CCCCC2)cc1NC(=O)c1c(F)cccc1Cl` gave SW480 rerep inconclusive, HepG2 viability -13%, ATXN2 expr inh -1%, IL1B secr inh -22, HT1080 IDH1KD tx -7%, KB-3-1 cytotox -6%, ATXN viability inactive, MCF10A rerep -1% and HT1080-NT tox -4%.
`O=C(Cn1nnc2ccccc21)OCC(=O)c1ccccc1` gave SW480 rerep -11%, HepG2 viability 4%, ATXN2 expr inh -20%, IL1B secr inh 0, HT1080 IDH1KD tx 4%, KB-3-1 cytotox 2%, ATXN viability inactive, MCF10A rerep 16% and HT1080-NT tox 10%.
`COc1cc(/C=N/Nc2cccc(C)c2)ccc1OC(=O)c1ccco1` gave SW480 rerep -5%, HepG2 viability -25%, ATXN2 expr inh 39%, IL1B secr inh -8, HT1080 IDH1KD tx 3%, KB-3-1 cytotox inconclusive, ATXN viability inconclusive, MCF10A rerep 5% and HT1080-NT tox -26%.
`O=C(O)CCC(=O)Nc1nnc(C(F)(F)F)s1` gave SW480 rerep -3%, HepG2 viability 7%, ATXN2 expr inh 1%, IL1B secr inh 19, HT1080 IDH1KD tx 3%, KB-3-1 cytotox 22%, ATXN viability inactive, MCF10A rerep -1% and HT1080-NT tox 9%.
For CCS(=O)(=O)c1ncc(N(Cc2ccco2)Cc2sccc2C)c(C(=O)Nc2cc(C)ccc2C)n1 the results were HepG2 viability -5%, ATXN2 expr inh 5%, KB-3-1 cytotox -14% and ATXN viability inactive.
Screening CCC(C(=O)N1CCOCC1)n1nc(C)c2sc3ccccc3c2c1=O (stereo not given) returned SW480 rerep inconclusive, HepG2 viability 7%, ATXN2 expr inh 5%, IL1B secr inh -12, HT1080 IDH1KD tx -1%, KB-3-1 cytotox -3%, ATXN viability inactive, MCF10A rerep 14% and HT1080-NT tox 9%.
COc1ccc2nc(-c3ccccn3)ccc2c1 was read as HepG2 viability -58%, IL1B secr inh 20, HT1080 IDH1KD tx -16%, KB-3-1 cytotox inconclusive, ATXN viability inactive and HT1080-NT tox -7%.
`Cc1ccc(NC(=O)c2c(C)oc3ccc(O)c(CN4CCCCC4)c23)cc1` gave HepG2 viability -50%, ATXN2 expr inh -34%, KB-3-1 cytotox -9% and ATXN viability inconclusive.
For CC(=O)Nc1ccc(S(=O)(=O)Nc2ccc(S(=O)(=O)Nc3nc(C)cc(C)n3)cc2)cc1 the results were SW480 rerep -30%, HepG2 viability -9%, ATXN2 expr inh -8%, IL1B secr inh -4, HT1080 IDH1KD tx 13%, KB-3-1 cytotox 2%, ATXN viability inactive, MCF10A rerep -40% and HT1080-NT tox -4%.
`Cc1ccccc1NC(=O)C(C)Sc1nnc(-c2ccncc2)n1CC1CCCO1` (stereo not given) gave SW480 rerep -9%, HepG2 viability -19%, ATXN2 expr inh -14%, IL1B secr inh 3, HT1080 IDH1KD tx -4%, KB-3-1 cytotox -1%, ATXN viability inactive, MCF10A rerep -18% and HT1080-NT tox 1%.
`COc1nc(OCCNS(=O)(=O)c2ccc(C)cc2)nc(N(C)C)n1` gave SW480 rerep 21%, HepG2 viability 5%, ATXN2 expr inh 1%, IL1B secr inh 3, HT1080 IDH1KD tx 10%, KB-3-1 cytotox -24%, ATXN viability inactive, MCF10A rerep 0% and HT1080-NT tox 6%.
O=C(CNS(=O)(=O)c1ccccc1)NCc1cccnc1 was read as SW480 rerep -12%, HepG2 viability 0%, ATXN2 expr inh 11%, IL1B secr inh 2, HT1080 IDH1KD tx 14%, KB-3-1 cytotox 12%, ATXN viability inactive, MCF10A rerep -4% and HT1080-NT tox 23%.
Screening COC(=O)c1cc(-c2ccc(Br)cc2)on1 returned SW480 rerep -2%, HepG2 viability -2%, ATXN2 expr inh 6%, IL1B secr inh 20, HT1080 IDH1KD tx 10%, KB-3-1 cytotox 17%, ATXN viability inactive, MCF10A rerep 1% and HT1080-NT tox 9%.
`COc1ccc(OC)c(CN2CCN(C(=O)CNC(=O)c3cc(C)cc(C)c3)CC2)c1` gave SW480 rerep -8%, HepG2 viability -16%, ATXN2 expr inh -15%, IL1B secr inh 3, HT1080 IDH1KD tx -10%, KB-3-1 cytotox 6%, ATXN viability inactive, MCF10A rerep 15% and HT1080-NT tox -1%.
CN(C(=O)COC(=O)c1cccc(F)c1)c1ccccc1 was read as SW480 rerep -3%, HepG2 viability 3%, ATXN2 expr inh -3%, IL1B secr inh 6, HT1080 IDH1KD tx 20%, KB-3-1 cytotox 22%, ATXN viability inactive, MCF10A rerep 3% and HT1080-NT tox 26%.
For COc1ccc(NC(=S)N(CCc2c(C)[nH]c3ccc(C)cc23)Cc2ccco2)cc1 the results were SW480 rerep inconclusive, HepG2 viability -31%, ATXN2 expr inh -25%, IL1B secr inh -28, HT1080 IDH1KD tx 0%, KB-3-1 cytotox -13%, ATXN viability inconclusive, MCF10A rerep -1% and HT1080-NT tox -6%.
For CCc1ccc(NC(=S)N2CCN(c3cccc(C(F)(F)F)c3)CC2)cc1 the results were SW480 rerep 3%, HepG2 viability -7%, ATXN2 expr inh inconclusive, IL1B secr inh -3, HT1080 IDH1KD tx 0%, KB-3-1 cytotox -5%, ATXN viability inconclusive, MCF10A rerep 648%[0.0737 µM] and HT1080-NT tox -1%.
For C[C@@H]1C(=O)OC[C@H]1NC(=O)OCc1ccccc1 the results were SW480 rerep -3%, HepG2 viability -10%, ATXN2 expr inh 11%, IL1B secr inh 19, HT1080 IDH1KD tx 0%, KB-3-1 cytotox 7%, ATXN viability inactive, MCF10A rerep -2% and HT1080-NT tox -2%.
Screening Cc1csc(NC(=S)Nc2cccc(Cl)c2)n1 returned SW480 rerep 0%, HepG2 viability -10%, ATXN2 expr inh inconclusive, IL1B secr inh -99*, HT1080 IDH1KD tx -12%, KB-3-1 cytotox 21µM*, MCF10A rerep 21µM* and HT1080-NT tox -8%.
Screening Cc1ccc(CNC(=O)C(=O)NCC2OCCN2S(=O)(=O)c2ccc(Cl)cc2)cc1 (stereo not given) returned SW480 rerep 9%, HepG2 viability -28%, ATXN2 expr inh -10%, IL1B secr inh 1, HT1080 IDH1KD tx -26%, KB-3-1 cytotox inconclusive, ATXN viability inactive, MCF10A rerep inconclusive and HT1080-NT tox -11%.
`COc1cccc(CNC(=O)CCS(=O)(=O)Cc2ccc(C)cc2)c1` gave SW480 rerep 7%, HepG2 viability 5%, ATXN2 expr inh 2%, IL1B secr inh -6, HT1080 IDH1KD tx 0%, KB-3-1 cytotox -1%, ATXN viability inactive, MCF10A rerep 0% and HT1080-NT tox 4%.
CN(C)c1cccc2c(/C=N/O)ccc(N(C)C)c12 was read as SW480 rerep -8%, HepG2 viability -7%, ATXN2 expr inh -9%, IL1B secr inh 7, HT1080 IDH1KD tx 9%, KB-3-1 cytotox inconclusive, ATXN viability inactive, MCF10A rerep 26% and HT1080-NT tox 2%.
Cc1nc2nc(SCC(=O)c3cccc([N+](=O)[O-])c3)[nH]c2cc1Br was read as HepG2 viability -21%, ATXN2 expr inh 28%, IL1B secr inh 3, HT1080 IDH1KD tx -12%, KB-3-1 cytotox inconclusive, ATXN viability inactive, MCF10A rerep 7% and HT1080-NT tox -2%.
For CCOc1ccc(NC(=O)CN(C)C(=O)c2cc(S(=O)(=O)N3CCCCC3)ccc2Cl)cc1OCC the results were SW480 rerep -5%, HepG2 viability 2%, ATXN2 expr inh 21%, IL1B secr inh -19, HT1080 IDH1KD tx 5%, KB-3-1 cytotox -4%, ATXN viability inactive, MCF10A rerep 0% and HT1080-NT tox 0%.
